M1AAP inhibition = P. falciparum M1AAP inhibitors, biochemical, fluorogenic H-Leu-NHMec substrate, 1536-well (AID 1445). recombinant M1AAP, H-Leu-NHMec fluorogenic kinetic assay; higher % means a stronger effect. one-dose inhibition, % at 30 µM; IC50 in µM for titrated hits. 0.42% of 220,000 active;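 active = primary inhibition above the hit cutoff, then over 50% inhibition at one or more dose response concentrations, cut at about 23% in these data, passing the limit was not always enough; inconclusive = conflicting primary data, or primary hits not chosen for dose response; inactive = low primary inhibition, or under 50% at every dose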;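 also: plate controls were DMSO full reaction for no effect and no enzyme background for full effect; strong numbers were not always called active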
West Nile antiviral = inhibition of WNV-induced cytopathic effect – cell-based, CPE readout (AID 1621) | West Nile virus-infected cells, CPE inhibition; higher % means a stronger effect | one-dose CPE inhibition, % at 10 µM; IC50 in µM for titrated hits | 0.02% of 290,000 active; in the data active = a potency from the dose series; inconclusive = CPE inhibition mostly from about 3.7% at the one dose, without a potency; inactive = the rest, 99 in 100 with CPE inhibition below about 2.2%; also: strong numbers were not always called active
PhoP inhibition = PhoP-dependent GFP reporter repression – Salmonella Typhimurium, primary screen (AID 1863); S. Typhimurium PhoP-regulated promoter GFP reporter, 4 h; higher % means a stronger effect; inhibition, % at 50 µM; hits with a dose series show IC50 in µM; 0.16% of 300,000 active;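 active = inhibition over 29.93%, a cutoff 3 SD above the screen mean, later confirmed by dose response; inconclusive = inhibition over 29.93% but no dose response follow-up; inactive = inhibition at most 29.93% or unconfirmed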;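 also: 0% = low Mg2+ inducing control and 100% = high Mg2+ repressing control; strong numbers were not always called active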
Yfh1-depleted yeast = enhancers of respiration in Yfh1-depleted yeast, dose response, Friedreich's ataxia, plus single-dose screen (AID 1465). S. cerevisiae Yfh1-off respiration, WST-1 reduction, 72 h; higher fold induction means a stronger effect. fold induction at 50 µM; hits with a dose series show EC50 in µM. 0.074% of 220,000 active;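 active = fold induction of absorbance versus untreated yeast above a set limit, then at least 30% activation at any dose in follow-up; inconclusive = repeats straddling the limit, or above it without dose testing; inactive = fold induction below the set limit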;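 also: activators that raise dye reduction in frataxin-depleted yeast; strong numbers were not always called active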
XIAP antagonists = small molecules displacing peptide from XIAP – biochemical, IAP family, fluorescence polarization (AID 1018); XIAP BIR domain, fluorescence polarization peptide displacement; higher % means a stronger effect; 0.007% of 200,000 active; displacement, % at 20 µM; hits with a dose series show IC50 in µM; in the data active = displacement above about 50%; also: a part of the inactive calls stands beside numbers as strong as those of hits
P. falciparum M17LAP = P. falciparum M17LAP inhibitors, primary screen, biochemical, fluorogenic H-Leu-NHMec substrate, 1536-well (AID 1619). recombinant M17LAP, H-Leu-NHMec fluorogenic kinetic assay; higher % means a stronger effect. inhibition, % at 30 µM; hits with a dose series show IC50 in µM. 0.38% of 220,000 active;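 active = compound inhibiting the enzyme by more than half at any dose during confirmatory dose-response retesting; inconclusive = strong single-dose inhibitors picked by rank but not retested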;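 also: plate controls were full reaction with DMSO carrier for no effect and no enzyme background for full effect; strong numbers were not always called active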
human PMI inhibitors = MPI inhibition at elevated mannose 6-phosphate – biochemical, fluorescence intensity, high mannose 6-phosphate, primary screen (AID 1220); recombinant PMI enzyme, coupled fluorescence intensity; higher % means a stronger effect; one-dose inhibition, % at 20 µM; IC50 in µM for titrated hits; 0.66% of 190,000 active; in the data active = inhibition above about 50%
SIAH1 antagonists = blockers of Siah-1 interaction with plectin peptide – biochemical, fluorescence polarization, rhodamine-plectin, uHTS, primary screen (AID 1817) | Siah-1 / rhodamine-plectin peptide fluorescence polarization; higher % means a stronger effect | displacement, % at 20 µM; hits with a dose series show IC50 in µM | 0.02% of 290,000 active;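 active = displacement of at least 50% at 20 µM, with a fluorescence ratio check between 0.3 and a set limit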;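 also: plate controls were Siah plus tracer with DMSO for no effect and tracer alone without Siah for full effect; strong numbers were not always called active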
CSM14.1 death rescue = rescue of cells from ER stress-induced death, primary screen, 384-well, CSM14.1, thapsigargin, ATP luminescence (AID 1222). CSM14.1 thapsigargin-induced death rescue, ATP luminescence; higher % means a stronger effect. one-dose cellular ATP content (survival), % at 20 µM; EC50 in µM for titrated hits. 190,000 tested, under 10 active;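 active = EC50 below 50 µM in the dose-response confirmation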;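 also: death triggered by thapsigargin at about 15 µM added after 2 h compound pretreatment; cell ATP read after overnight thapsigargin exposure of roughly 18 to 22 hours; normalized against plate controls of thapsigargin alone and 5% DMSO vehicle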
* marks the source's active call; other numbers are inactive results; i = inactive; ? = inconclusive; . = no result given.

SMILES	M1AAP inhibition	West Nile antiviral	PhoP inhibition	Yfh1-depleted yeast	XIAP antagonists	P. falciparum M17LAP	human PMI inhibitors	SIAH1 antagonists	CSM14.1 death rescue
Cn1c(Cn2c(=O)sc3ccccc32)nnc1SCc1ccccc1	14.2%	-0.8%	-13.7%	i	2.0%	6.9%	6.1%	17.7%	-2.2%
CC(C)Oc1ccc(CNC(=S)N/N=C/c2cccnc2)cc1	-0.1%	0.3%	3.3%	i	-4.3%	7.0%	9.1%	7.0%	-2.6%
CC(=O)c1ccc2c(c1)C1C=CCC1C(c1ccc(S(=O)(=O)N3CCOCC3)cc1)N2 (stereo unspecified)	8.7%	0.2%	14.5%	i	-8.5%	-5.8%	-30.5%	13.3%	-2.5%
COCC(=O)NC1CCCCCC1	2.2%	1.5%	-1.8%	i	.	-3.4%	.	2.0%	.
CC(=O)c1c(C)nc2ccc(Br)cc2c1C(=O)O	9.0%	0.1%	4.9%	i	-5.5%	27.4%	-11.4%	-2.8%	0.7%
O=C(Nc1cccc(F)c1)c1ccc(Br)o1	9.3%	-0.1%	0.3%	i	-9.0%	-5.1%	-19.0%	-3.9%	-4.1%
Cc1ccc(C(=O)n2nc(-n3cccc3)c3c(C)cc(C)nc32)cc1	-3.4%	-0.9%	-7.4%	i	-4.5%	4.0%	-10.4%	8.4%	-0.9%
CC(C)(C)c1[nH]nc2c1C(c1ccc(OC(=O)c3ccco3)cc1)C(C#N)=C(N)O2 (stereo unspecified)	3.6%	0.2%	18.2%	i	-5.9%	2.4%	21.2%	-2.6%	-0.3%
O=C(CCCc1nc2ccccc2s1)N1CCN(c2ccccc2F)CC1	15.1%	-1.6%	12.8%	i	-6.7%	-1.1%	1.2%	-0.7%	-2.3%
CCOC(=O)/C(=N\Nc1ccc(Cl)cc1)c1csc(Nc2ccccc2)n1	4.9%	-0.2%	15.9%	i	-8.6%	0.3%	7.1%	-5.6%	-1.3%
COCC(C)NC(=S)NCCc1ccc(Cl)cc1Cl (stereo unspecified)	3.5%	-1.4%	-10.6%	i	-2.8%	-4.5%	-4.8%	0.9%	-0.7%
Cc1cccc(NC(=O)CC2NCCNC2=O)c1 (stereo unspecified)	-3.3%	-0.2%	-6.3%	i	-7.2%	-0.9%	-7.1%	-1.5%	-0.2%
CC(=O)Nc1ccc2c(c1)CN(c1cc(C)ccc1C)CO2	-1.2%	0.3%	-0.5%	i	0.4%	-2.5%	4.5%	3.0%	3.5%
O=C(Nc1ccccn1)c1ccc2ccccc2n1	-10.2%	-0.2%	-0.7%	i	-6.5%	2.0%	-16.1%	-2.8%	-4.0%
O=c1c(Cc2c(F)cccc2Cl)c(O)ccn1CCc1c[nH]c2ccccc12	5.4%	0.3%	2.1%	i	-4.4%	-0.7%	-2.3%	4.5%	-0.6%
COc1ccc(N2C(=O)CCC(C(=O)N3CCCCC3)C2c2ccc(OC)c(OC)c2)cc1 (stereo unspecified)	2.6%	-0.2%	1.9%	i	-3.0%	5.0%	2.3%	4.1%	-2.0%
Cc1nc2sc(C(c3cccc(F)c3)N3CCOCC3)c(O)n2n1 (stereo unspecified)	-1.5%	0.3%	-6.7%	i	-0.4%	-0.9%	-0.8%	20.7%	-1.0%
CCC1=NC(c2ccc(OC)c(OC)c2)N(O)C1(C)C (stereo unspecified)	1.0%	0.3%	6.8%	i	-9.8%	10.7%	-1.6%	-8.3%	-1.0%
CCOC(=O)c1c(NC(N)=O)nc2n1CCC2	5.4%	-0.2%	-7.8%	i	-2.3%	17.9%	-1.9%	7.4%	-1.0%
Cc1cc(C(F)F)n2nc(C(=O)Nc3c(F)cc(F)cc3Br)nc2n1	-1.3%	0.2%	3.7%	i	-1.3%	4.7%	1.1%	-5.4%	-3.6%
NS(=O)(=O)c1ccc(CCNC(=O)CN2CCCCC2)cc1	-1.8%	0.2%	9.3%	i	-1.3%	-8.1%	-7.1%	1.9%	-1.8%
O=C(NNS(=O)(=O)c1ccc(Br)cc1)c1csnn1	5.3%	1.1%	-12.8%	i	-8.2%	19.1%	-4.9%	1.2%	-0.7%
COc1ccc(OC)c(NC(=O)c2cc(-c3ccc(C)cc3O)n[nH]2)c1	6.2%	-0.1%	-3.8%	i	-1.3%	8.9%	2.7%	3.7%	-2.3%
CCC(c1nnnn1C(C)(C)CC)N1CCN(c2ccccc2F)CC1 (stereo unspecified)	-2.6%	-1.3%	7.2%	i	-5.0%	-2.5%	-2.2%	2.7%	0.4%
CCN(CC)CCC(c1ccc(N(C)C)cc1)c1c(OC)cc(OC)c2c(-c3ccccc3)cc(=O)oc12 (stereo unspecified)	-1.8%	-0.5%	3.8%	i	.	1.1%	.	-6.2%	.
Cc1ccc(NC(=O)CSc2n[nH]c(-c3ccncc3)n2)cc1	1.2%	-0.6%	-10.3%	i	-1.4%	17.5%	-8.5%	0.9%	-1.1%
O=[N+]([O-])c1ccc(N2CCCCC2)cc1N1CCOCC1	9.9%	.	10.8%	.	-2.4%	9.4%	4.6%	-5.2%	-0.6%
CCNC(=S)NNC(=O)C1CCCCC1	-0.3%	0.0%	-8.9%	i	-2.3%	-0.8%	2.6%	12.4%	2.6%
Cc1ccccc1C(=O)N1CCC(C(=O)N2CCN(S(=O)(=O)c3ccccc3F)CC2)CC1	-4.3%	-0.7%	10.3%	i	-4.5%	1.8%	-8.8%	4.6%	0.2%
Cn1c(N)c(C(=O)CSc2nc(N)cc(=O)[nH]2)c(=O)n(C)c1=O	2.6%	-0.4%	-13.5%	i	-5.7%	-27.1%	-4.2%	2.0%	2.4%
O=C(Nc1nnc(C2COc3ccccc3O2)o1)c1ccc(F)cc1 (stereo unspecified)	-14.5%	-0.8%	11.1%	i	-1.1%	29.7%	-8.2%	7.5%	-1.4%
COc1ccc(CN(C(=O)Cn2nnc(-c3ccc(C)o3)n2)C(C(=O)NCC2CCCO2)c2ccco2)cc1 (stereo unspecified)	4.9%	-1.2%	-7.3%	i	0.6%	-16.5%	.	6.4%	-1.8%
CC(C)Cn1c(C(C)C)nc([N+](=O)[O-])c1Sc1ccc(Cl)cn1	4.4%	1.9%	10.3%	i	-4.7%	11.5%	-5.6%	7.4%	1.4%
O=C(Nc1nc(-c2ccc(F)cc2)cs1)c1cnccn1	2.2%	1.1%	3.6%	i	-2.9%	10.3%	-12.1%	-0.1%	0.7%
O=C(C1CCN(Cc2nc(Cc3cccc(F)c3)no2)CC1)N1CCOCC1	.	-0.2%	.	i	-5.0%	.	8.2%	2.4%	-1.2%
COc1ccc(OC)c(C(=O)CSc2nnc(-c3ccc(OC)c(OC)c3)o2)c1	18.2%	-0.3%	-8.3%	i	-11.1%	4.4%	9.2%	1.7%	-3.0%
CC(=O)c1c(-c2ccc(C)cc2)nc2c3ccccc3ccn12	5.1%	-1.0%	-0.2%	i	-1.0%	2.2%	12.2%	3.4%	0.2%
C/C(CC(=O)Nc1ccccn1)=N\NC(=O)C(=O)Nc1cccc(C)c1	-4.4%	0.2%	-3.1%	i	-7.0%	48.4%	-12.0%	-0.4%	-0.9%
COc1ccccc1NC(=O)c1ccc([N+](=O)[O-])cc1[N+](=O)[O-]	1.0%	?	3.2%	i	-10.9%	3.2%	-2.6%	18.2%	1.0%
Brc1ccc(Sc2cnc3ccccc3n2)cc1	0.2%	0.4%	10.7%	i	-4.4%	9.1%	-3.7%	1.0%	2.6%
COC(=O)C1CCN(Cc2cn(-c3ccccc3)nc2-c2ccc3c(c2)OCO3)CC1	2.3%	-0.9%	1.3%	i	-3.4%	13.6%	8.3%	3.7%	0.2%
CCOc1ccc(N2CC(=O)Nc3ccccc3NCC2=O)cc1	-1.5%	-0.2%	0.1%	i	-1.2%	-2.2%	22.2%	-3.0%	0.3%
Cc1ccnc2nc(C(=O)OCC(=O)c3c[nH]c4ccccc34)nn12	5.5%	-0.3%	-5.8%	i	.	0.9%	.	3.2%	.
Cc1ccc(C(=O)NCC(=O)NCC(=O)OCC(=O)c2cccs2)cc1	3.2%	0.5%	9.1%	i	-4.9%	22.0%	-5.4%	4.6%	-0.5%
CN(C)CCNc1nc(-c2ccccc2)c2c(c1C#N)CC(C)(C)OC2	16.3%	0.2%	6.6%	i	-5.0%	14.2%	-6.4%	3.6%	-0.2%
Cc1ccc(C23CC4CC(CC(CC(=O)N5CCOCC5)(C4)C2)C3)cc1	-0.6%	-1.4%	3.9%	i	-1.3%	-6.3%	-2.1%	-0.2%	2.8%
CCOC(=O)C(=O)Nc1nccs1	.	0.0%	.	i	-4.7%	.	-9.0%	5.6%	-0.3%
CC1(C)CC(=O)C2=C(C1)OC(N)=C(C#N)C2c1cccc(OC(=O)c2ccco2)c1 (stereo unspecified)	-1.3%	0.2%	-11.2%	i	-7.3%	21.8%	11.8%	1.0%	-0.1%
CCCC(=O)Nc1ccc2c(c1)C(=O)NC2=O	2.8%	-0.1%	6.6%	i	-2.0%	-67.6%	14.7%	-1.4%	.
Cc1cccnc1NCc1ccc(O)c2ncccc12	-8.4%	-1.2%	23.3%	i	3.9%	24.2%	63.6%*	-5.8%	-1.8%
CCOC(=O)c1cc2sc(C)cc2n1CCCN1C(=O)c2ccccc2C1=O	-5.4%	-0.2%	2.9%	i	-5.2%	-2.7%	13.6%	-1.2%	4.5%
CN(C)Cc1c(-c2ccc(Cl)cc2)nc2ccc(Cl)cn12	11.3%	-1.6%	-0.8%	i	-4.7%	-3.7%	-4.2%	-3.5%	.
COc1cc2[nH]c(=S)n(Cc3ccccc3)c(=O)c2cc1OC	1.0%	-0.8%	-6.3%	i	-5.4%	5.3%	9.7%	6.4%	0.6%
CC1=NNC(=O)C1CCC(=O)N/N=C/c1ccc(C)cc1 (stereo unspecified)	2.9%	0.8%	-2.8%	i	.	5.3%	.	0.0%	.

Outcome played no part in choosing rows (roughly 1.6% active in at least one column).
